Source: PubChem (several laboratories)
Rab2A wt mod: changes GTP binding to wildtype dog Rab2A, up or down. P61105. GST-Rab2 wt beads, Bodipy-GTP binding, flow cytometry. GTP binding activity, % at 10 µM. 190,000 compounds, 0.19% hits. AID 760;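 active = GTP binding activity at least 20 points away from 100%, either lowered or raised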;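 note: 0% = beads with excess unlabeled GTP and 100% = no-compound control corrected for plate trend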
Rab7 wt modul: alters GTP binding to wildtype dog Rab7; GST-Rab7 beads, fluorescent GTP binding, flow cytometry; actives lie on both sides; untreated = 100%, excess cold GTP = 0%; GTP binding activity (percent of control), % at 10 µM; 190,000 compounds, 0.055% hits;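 active = fluorescent GTP binding to Rab7 beads changed by at least 20 points from the 100% baseline, either direction, mostly lower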;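 note: median green fluorescence of bound Bodipy-FL-GTP per Rab7 bead population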
Pf gamet viab: inhibitors of late stage P. falciparum gametocyte viability; P. falciparum stage V gametocytes, ATP luminescence, 24 h; inhibition, % at 10.9 µM; 150,000 compounds, 0.065% hits;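 active = inhibition above the mean plus 3 SD of compounds within the control limits, set per campaign, cut at about 38% in these data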;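 note: 0% = DMSO wells and 100% = medium only without gametocytes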
Mcl1 Noxa PPI: disrupts binding of human Mcl-1 to Noxa peptide. Q07820. TR-FRET Mcl-1/Noxa peptide binding, 2 h. inhibition, % at 21.7 µM. 220,000 compounds, 1.5% hits;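 active = compounds that cut the protein-peptide binding signal by more than 50% relative to plate controls in a single-dose test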;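 note: His-tagged Mcl-1 with rhodamine Noxa BH3 peptide and terbium anti-His antibody; 0% = Mcl-1 plus Noxa peptide wells and 100% = peptide-only wells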
Target sequence (Q07820 whole entry, looked up): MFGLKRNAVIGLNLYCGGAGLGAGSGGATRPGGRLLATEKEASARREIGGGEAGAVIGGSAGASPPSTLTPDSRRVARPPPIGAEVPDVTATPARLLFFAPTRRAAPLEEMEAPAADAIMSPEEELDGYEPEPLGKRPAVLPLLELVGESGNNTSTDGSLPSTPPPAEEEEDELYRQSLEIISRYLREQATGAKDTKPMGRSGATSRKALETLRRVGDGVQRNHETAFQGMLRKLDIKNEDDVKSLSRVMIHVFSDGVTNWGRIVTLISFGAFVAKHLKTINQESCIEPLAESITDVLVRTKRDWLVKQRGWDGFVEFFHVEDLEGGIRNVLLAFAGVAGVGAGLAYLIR
HRas wt GTP bind: modulators of GTP binding to human HRas wildtype; P01112; GST-Ras wt beads, Bodipy-FL-GTP binding, flow cytometry; actives lie on both sides; GTP binding activity, % at 10 µM; 190,000 compounds, 0.14% hits;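 active = GTP binding activity at least 20% away from the 100% baseline, either lowered as inhibitor or raised as activator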;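 note: 0% = unlabeled GTP competition control and 100% = no-compound control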
Target sequence (P01112 whole entry, looked up): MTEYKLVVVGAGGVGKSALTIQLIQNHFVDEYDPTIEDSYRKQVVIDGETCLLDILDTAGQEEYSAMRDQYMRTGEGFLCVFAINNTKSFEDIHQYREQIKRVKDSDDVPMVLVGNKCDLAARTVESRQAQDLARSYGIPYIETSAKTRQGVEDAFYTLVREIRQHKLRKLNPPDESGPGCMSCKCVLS
Avidin bead fluor: compound fluoresces at 488/530 nm on avidin beads | fluorescence (KMESF) at 10 µM | compound fluorescence 488/530 nm, flow cytometry; hits give high values | 220,000 compounds, 0.38% hits | AID 1775; in the data active = fluorescence above about 47; note: inactives centre near 10
Mcl1-Bid inh: Mcl-1/Bid interaction inhibition | Q07820 | AID 1021 | inhibition, % at 21.7 µM | TR-FRET Mcl-1/Bid-Dy647 peptide binding, 1536-well | 220,000 compounds, 0.97% hits;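 active = compounds that cut the binding signal by more than half at the single screening dose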;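 note: His-tagged Mcl-1 with europium anti-His antibody binding Bid BH3 peptide; 0% = Mcl-1 plus peptide wells and 100% = peptide-only wells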
Cdc42 wt GTP: modulators (inhibitors or activators) of GTP binding to human Cdc42 wildtype. 190,000 compounds, 0.2% hits. GST-Cdc42 beads, Bodipy-GTP binding, flow cytometry; actives lie on both sides. P60953. percent activity (GTP binding), % at 10 µM;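 active = percent activity GTP binding at least 20 points away from the 100% baseline, either down as inhibitor or up as activator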;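 note: median bead fluorescence of bound Bodipy-FL-GTP at 100 nM; 0% = excess unlabeled GTP control and 100% = no compound control; below 100% means less GTP binding so inhibitor and above means activator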
Target sequence (P60953 whole entry, looked up): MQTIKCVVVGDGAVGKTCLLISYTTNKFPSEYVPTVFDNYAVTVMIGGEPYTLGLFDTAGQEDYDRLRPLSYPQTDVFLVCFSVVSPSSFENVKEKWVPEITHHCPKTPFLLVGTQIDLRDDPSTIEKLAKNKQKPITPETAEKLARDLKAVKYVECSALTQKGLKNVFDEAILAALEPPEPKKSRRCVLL
Rac1 act GTP bind: human Rac1 activated mutant GTP binding change; P63000; 190,000 compounds, 0.11% hits; percent activity (GTP binding), % at 10 µM; GST-Rac1 activated beads, fluorescent GTP binding, flow cytometry; actives lie on both sides; 100% means binding = to untreated wells; AID 764;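 active = GTP binding at least 20 percentage points away from the 100% baseline, in either direction, so actives lie on both sides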
Rac1 wt modul: alters GTP binding to wildtype human Rac1; GST-Rac1 beads, fluorescent GTP binding, flow cytometry; actives lie on both sides; 0 = cold GTP competed, 100 = untreated; P63000; GTP binding activity (% of control), % at 10 µM; 190,000 compounds, 0.27% hits; AID 757;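 active = GTP binding activity at least 20 points away from the 100% control level, either lower or higher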
Bim-Mcl-1: inhibitors of Bim-Mcl-1 interaction, human; Bead-based flow cytometry, Bim peptide-Mcl-1 binding; Q07820; 190,000 compounds, 0.1% hits; inhibition, % at 10 µM; AID 1009; in the data active = inhibition above about 40%;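 note: 0% = no compound tracer wells and 100% = peptide blocker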
An asterisk follows results filed as active; . = no result given.

smiles,Rab2A wt mod,Rab7 wt modul,Pf gamet viab,Mcl1 Noxa PPI,HRas wt GTP bind,Avidin bead fluor,Mcl1-Bid inh,Cdc42 wt GTP,Rac1 act GTP bind,Rac1 wt modul,Bim-Mcl-1
Cc1ccc(OCCNC(=O)c2ccco2)cc1C,103,102,.,17,101,11,-1,102,99,100,-6
O=C(NNC(=O)c1ccncc1)c1ccncc1,99,101,-5,-4,97,12,-34,101,98,101,-3
CCS(=O)(=O)N1Cc2ccccc2CC1C(=O)OCC(=O)Nc1ccc(SC(F)F)cc1 (configuration not stated),101,105,18,9,100,10,-8,101,98,103,0
CCCCNC(=O)c1ccc(CS(=O)(=O)c2cccc(C(F)(F)F)c2)o1,95,95,3,-24,95,8,-23,96,94,95,2
COc1cc(OC)c(OC)cc1/C=N/NC(=O)c1cnccn1,99,107,3,-3,102,7,-43,98,96,100,-1
CCC(C)NC(=O)C1CC(c2cccc(OC)c2)=NO1 (configuration not stated),100,95,.,-12,100,20,-7,101,97,96,0
COc1ccc(C2CC(C(F)(F)F)n3nc(C(=O)Nc4ccc5c(c4)OCO5)cc3N2)cc1 (configuration not stated),93,94,-5,13,92,11,6,91,90,90,2
CC(=O)c1ccccc1NC(=O)COC(=O)/C=C/c1ccc(C)o1,96,97,.,9,98,9,-9,98,97,98,-1
COC(=O)C1=C(C)OC(N)=C(C#N)C1C1CCCCC1 (configuration not stated),100,99,3,14,103,40,-22,101,99,102,0
COc1ccc(NC(=O)C2CCCN2C(=O)NC2CCCCC2)cc1OC (configuration not stated),101,102,.,-39,102,9,-25,101,97,99,-2

Gathered by group: the compounds so far with four or more nitrogen atoms
smiles,Rab2A wt mod,Rab7 wt modul,Pf gamet viab,Mcl1 Noxa PPI,HRas wt GTP bind,Avidin bead fluor,Mcl1-Bid inh,Cdc42 wt GTP,Rac1 act GTP bind,Rac1 wt modul,Bim-Mcl-1
O=C(NNC(=O)c1ccncc1)c1ccncc1,99,101,-5,-4,97,12,-34,101,98,101,-3
COc1cc(OC)c(OC)cc1/C=N/NC(=O)c1cnccn1,99,107,3,-3,102,7,-43,98,96,100,-1
COc1ccc(C2CC(C(F)(F)F)n3nc(C(=O)Nc4ccc5c(c4)OCO5)cc3N2)cc1 (configuration not stated),93,94,-5,13,92,11,6,91,90,90,2

Next structures follow:
smiles,Rab2A wt mod,Rab7 wt modul,Pf gamet viab,Mcl1 Noxa PPI,HRas wt GTP bind,Avidin bead fluor,Mcl1-Bid inh,Cdc42 wt GTP,Rac1 act GTP bind,Rac1 wt modul,Bim-Mcl-1
CCOc1ccc(N2C(=O)CC(N(Cc3ccco3)C(=O)CCC(=O)O)C2=O)cc1 (configuration not stated),93,90,11,-1,91,23,-13,93,94,94,-1
COc1ccccc1Nc1ccncc1[N+](=O)[O-],95,97,23,-6,94,5,-7,92,92,90,-1
CNC(=O)c1ccc(CNC(=O)OCc2ccccc2)cc1,99,98,2,7,99,6,-11,97,94,99,0
CCc1c(C)[nH]n(-c2nc(-c3cccc([N+](=O)[O-])c3)cs2)c1=O,92,92,6,37,95,5,20,92,93,97,-3
O=[N+]([O-])c1ccc(-c2cn(-c3ccccc3)c(=S)[nH]2)cc1,101,101,15,34,99,22,-17,100,97,105,-7
O=C(N/N=C/C=C/c1ccco1)c1cccnc1,98,98,.,17,95,3,-36,95,93,94,0
O=C(N/N=C/c1ccc2c(c1)OCO2)C(=O)N1CCCC1,99,102,10,10,99,10,-22,99,95,101,-3
Cc1ccccc1OCCCC(=O)Nc1nncs1,114,116,5,7,110,16,-2,109,105,106,-3
O=C(Nc1ccccc1)OC1CC2CC1C1CCCC21 (configuration not stated),93,96,-8,7,95,3,-15,98,94,98,-3
O=C(Cc1ccccc1)Nc1ccccc1C(=O)Nc1ccccc1,98,103,-18,-2,99,13,-13,98,99,105,-3

Single records, as listed above. Order of screens: Rab2A wt mod | Rab7 wt modul | Pf gamet viab | Mcl1 Noxa PPI | HRas wt GTP bind | Avidin bead fluor | Mcl1-Bid inh | Cdc42 wt GTP | Rac1 act GTP bind | Rac1 wt modul | Bim-Mcl-1
Entry for CCOc1ccc(N2C(=O)CC(N(Cc3ccco3)C(=O)CCC(=O)O)C2=O)cc1 (configuration not stated) = 93 | 90 | 11 | -1 | 91 | 23 | -13 | 93 | 94 | 94 | -1
Entry for CNC(=O)c1ccc(CNC(=O)OCc2ccccc2)cc1 = 99 | 98 | 2 | 7 | 99 | 6 | -11 | 97 | 94 | 99 | 0

Carrying on.
smiles,Rab2A wt mod,Rab7 wt modul,Pf gamet viab,Mcl1 Noxa PPI,HRas wt GTP bind,Avidin bead fluor,Mcl1-Bid inh,Cdc42 wt GTP,Rac1 act GTP bind,Rac1 wt modul,Bim-Mcl-1
O=C(c1ccccc1)c1nn(-c2ccccc2)c(=O)cc1C(F)(F)F,103,100,2,17,104,39,-4,105,102,105,0
COn1cnnc1-c1ccccc1,105,102,20,0,103,9,-21,103,100,100,1
O=C(CSc1ncnc2sccc12)Nc1ccccc1F,94,100,5,-1,96,12,-16,91,93,89,0
CC(C)c1nnc(NC(=O)CSc2nc3ccccc3s2)s1,103,103,3,10,104,9,-14,105,103,107,2
CCN(CC)C(=O)c1sc(NC(=O)c2cccc([N+](=O)[O-])c2)c(C#N)c1C,94,95,8,2,94,5,4,97,94,98,-1
Cc1ccc(N(Cc2cc(=O)[nH]c3ccccc23)C(=O)c2ccco2)cc1,95,93,0,6,95,2,-17,95,95,93,3
COc1ccc(-n2cnc3scc(-c4ccccc4)c3c2=O)cc1,97,95,.,1,99,14,0,99,98,103,-1
O=C(NCc1cccs1)Nc1cc(Cl)ccc1Cl,95,103,-2,7,94,3,-9,89,91,92,-5
O=C1C2C3C=CC(C3=C3CCCCC3)C2C(=O)N1c1ccccc1 (configuration not stated),98,99,.,7,99,9,-21,100,98,104,2
CCn1cc(Cl)c(C(=O)N2N=C3/C(=C/c4cccs4)CCCC3C2c2cccs2)n1 (configuration not stated),97,98,11,6,99,9,4,98,100,102,1
CCOc1ccc(NC(=O)c2cc(C)nc3ccccc23)cc1,96,95,16,5,96,26,-5,95,93,103,-1
Cc1sc(NC(=O)c2ccco2)c(CN2CCN(c3ccccc3)CC2)c1C,97,94,-14,10,98,3,-58,101,98,107,-2
CCOC(=O)c1c(C)nc2ncccn12,102,105,.,-4,105,7,-11,106,102,111,0
Cc1ccc(NC(=O)c2nnn(CC(=O)Nc3ccccc3)c2N)cc1C,99,98,.,-14,100,7,-25,100,97,101,-1
Nc1nc(CSc2nc3ccccc3[nH]2)cs1,100,96,-8,9,100,7,-17,101,101,108,0
CCOc1ccc(S(=O)(=O)Nc2ccc(F)cc2)c(C)c1C,97,95,-7,-2,99,13,-14,100,99,104,-3
CC(C(=O)Nc1ccccc1-c1ccccc1)N1CCN(S(=O)(=O)c2ccccc2)CC1 (configuration not stated),96,98,12,2,100,26,6,100,99,103,0
CCC(C)C(=O)Nc1cc(C(=O)OC)ccc1C(=O)OC (configuration not stated),101,100,.,-8,101,6,9,104,100,106,5
Cc1ccc(N2C(=O)CC(NNc3nc4ccccc4s3)C2=O)cc1 (configuration not stated),98,100,0,0,99,-1,-52,97,99,102,-3
CCc1nc2ccc(F)cc2c(C(=O)NC2CCCCC2C)c1C (configuration not stated),105,101,2,2,104,13,-6,107,102,106,-3
CCC(C)NS(=O)(=O)c1ccc(NS(=O)(=O)c2ccccc2[N+](=O)[O-])cc1 (configuration not stated),92,96,-15,15,91,10,-21,89,89,90,-4
CN(C)/C=C/C(=O)c1ccc(N2CCN(c3ncc(C(F)(F)F)cc3Cl)CC2)cc1,106,102,.,6,108,11,-41,107,101,104,-1
CCC(C)NC(=O)c1ccccc1C(=O)NC(C)CC (configuration not stated),100,99,-23,13,105,9,-39,110,101,111,-2
O=C(NCC(c1ccco1)N1CCCC1)c1ccc(Cl)cc1 (configuration not stated),100,99,-30,-6,99,32,-21,101,100,104,0
c1ccc(COc2ccc(-c3csnn3)cc2)cc1,95,96,.,-17,98,11,-41,101,101,103,-2
O=C(NNS(=O)(=O)c1ccc(Br)cc1)c1cccs1,97,96,-9,8,95,12,-53,98,94,96,-1
COc1ccc(-c2nnc(N3CCCCC3)c3ccccc23)cc1,99,103,.,4,102,10,1,101,97,102,2
CCCCc1ccc(CC(=O)O)cc1,100,100,.,11,101,11,7,106,98,107,-1
Cc1onc(-c2ccccc2)c1C(=O)NC(C)C,100,104,.,12,101,8,-8,103,100,109,2
CC(=O)c1c(N2CCN(c3ccc(F)cc3)CC2)nc(=S)n(Cc2ccccc2)c1C,104,98,4,-8,103,7,-143,107,104,104,-1
COc1ccc(-c2cc(N)n(S(=O)(=O)Cc3ccccc3)n2)c(OC)c1,99,107,.,4,101,25,-7,101,97,101,-1
COc1ccc(OC)c(S(=O)(=O)N2CCCCC2C(=O)O)c1 (configuration not stated),98,99,-9,-9,99,3,-5,100,98,101,0
CC(=O)C1=NN(c2ccccc2)C(c2ccc3c(c2)OCO3)N1c1ccc(N2CCOCC2)cc1 (configuration not stated),98,102,2,20,100,3,-72,101,99,102,0
Cc1ccnc(NC(=O)CCC(=O)N(CC(=O)NC2CCCCC2)Cc2cccs2)c1,91,92,.,-2,92,20,-17,92,95,94,0
CCOc1ccc(CCNC(=O)C(C)n2nc(C)n3c(cc4occc43)c2=O)cc1OCC (configuration not stated),101,98,.,-9,99,8,-15,99,98,100,0
COC(=O)c1[nH]c2ccc(F)cc2c1NC(=O)CCN1CCN(Cc2ccc3c(c2)OCO3)CC1,98,95,7,.,99,11,.,100,99,101,2
Nc1nc(N)c(Cc2ccc(Cl)cc2Cl)c(N)n1,102,110,3,7,96,8,-10,92,93,98,0
